# LMNA splice mod: modulators of lamin A splicing. HeLa LMNA splicing GFP/RFP minigene ratio, 48 h. Potency, µM (titrated, usually from 46.1 µM), for the others: top-dose ratio change, negative = inhibition, usual class: inhibitors. actives 0.01% (n = 200,000). AID 1487; active means well fitted inhibition curve with a large enough effect in the signal ratio, with a control signal flat, not every such curve was filed as active; inconclusive means small, poorly fitted or top-dose-only effect, or effect the other way, or a change in a side signal; the % refers to the signal ratio; further: potency means the concentration at half of the fitted maximal effect; on the % scale 0 is the no-effect control and ±100 the full control effect
#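 S3 HeLa cells stably expressing lamin A-EGFP splicing minigene plus DsRed2, 600 cells/well, 48 h compound exposure at 37C. Laser-scanning cytometry; analysed as GFP (500-530 nm)/RFP (575-640 nm) total intensity ratio; 0.5% DMSO vehicle.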
# GLA spleen mod: alpha-galactosidase A (human) modulation | P06280 | human spleen homogenate, 4MU-alpha-Gal fluorescence, 40 min | Potency, µM (doses to about 80 µM), for the others: at the highest dose activity change, negative = inhibition, hits mostly inhibitors | actives 0.008% (n = 240,000);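 further: potency means the concentration at half of the fitted maximal effect; 0% = enzyme with vehicle and -100% = no enzyme basal signal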
#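 Human spleen homogenate (1 ug) was the enzyme source, with 4-methylumbelliferyl-alpha-D-galactopyranoside (1 mM final) in pH 5.0 citrate buffer with 0.01% Tween-20. Compounds were titrated; after 40 min at 37C, NaOH/glycine stop, 4-MU fluorescence read; AC50 from Hill fits.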
# CBFb-RUNX1 inh: inhibitors of human CBF-beta and RUNX1 interaction; Potency, µM (series often up to 59.8 µM), without a hit: at the highest dose activity, negative = inhibition, usual class: inhibitors; 230,000 tested, under 10 active; Q01196+Q13951; AlphaScreen CBFb-His/RUNX1-biotin binding, biochemical; further: % of control where 0% means no effect
# Target sequence (Q01196 whole entry, looked up): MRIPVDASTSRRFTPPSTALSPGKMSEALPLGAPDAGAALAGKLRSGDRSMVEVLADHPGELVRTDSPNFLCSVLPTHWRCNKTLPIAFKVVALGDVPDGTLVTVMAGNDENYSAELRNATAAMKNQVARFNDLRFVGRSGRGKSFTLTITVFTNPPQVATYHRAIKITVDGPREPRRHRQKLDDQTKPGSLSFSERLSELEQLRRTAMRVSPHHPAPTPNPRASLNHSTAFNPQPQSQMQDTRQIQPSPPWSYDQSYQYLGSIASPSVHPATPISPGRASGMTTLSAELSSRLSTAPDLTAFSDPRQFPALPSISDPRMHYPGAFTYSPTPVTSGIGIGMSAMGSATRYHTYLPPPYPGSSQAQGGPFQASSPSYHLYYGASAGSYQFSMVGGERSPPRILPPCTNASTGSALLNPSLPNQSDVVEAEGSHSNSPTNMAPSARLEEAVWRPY
# Target sequence (Q13951 whole entry, looked up): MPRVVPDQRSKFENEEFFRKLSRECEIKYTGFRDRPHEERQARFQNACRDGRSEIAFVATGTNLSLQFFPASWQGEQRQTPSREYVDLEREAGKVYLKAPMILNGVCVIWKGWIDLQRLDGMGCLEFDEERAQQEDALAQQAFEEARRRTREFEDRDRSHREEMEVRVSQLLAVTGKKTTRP
#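 Room-temperature protein-protein interaction test with 30 nM each of His-tagged CBF-beta and biotinylated RUNX1, 15 min with compound, then 90 min with nickel plus streptavidin beads. Signal read in AlphaScreen mode.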
# IMPase Li cell: IMPase inhibition in cells with lithium potentiation; CHO-M1 cells, IP1 TR-FRET (IP-One), carbachol + lithium; Potency, µM (top dose mostly 59.4 µM), inactives show top-dose activity, negative = IMPase inhibition, usual class: inhibitors; actives 0.35% (n = 210,000);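 further: IP1 builds up when IMPase is blocked and the TR-FRET signal falls; potency means the concentration at half of the fitted maximal effect; plate controls were basal vehicle for no effect and high inhibitor control for full effect; nearly all actives have a fitted effect of over 50% in size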
#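 CHO cells stably expressing M1 receptor (2000/well) were cultured 16–30 h, then exposed to compounds with a small lithium addition for 30 min at 37C. IP1 was measured by TR-FRET competition; AC50 from Hill fits.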
# Epigenetic derep: derepresses silenced GFP reporter in murine cells; AID 1865; murine LDR cells, GFP reporter derepression, 30 h; actives 0.2% (n = 280,000); Potency, µM (titrated, usually from 53.9 µM), for the others: top-dose GFP activation, hits mostly activators; further: potency means the concentration at half of the fitted maximal effect; % of control where 0% means no effect; nearly all actives have a fitted effect of over 60% in size
#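 Murine LDR cells bearing a silenced CMV-driven GFP reporter were exposed to compound for 30 h at 37 C. After PBS washes, GFP-positive cells (20-120 um objects) counted by laser-scanning microplate cytometry.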
# NPSR antagonist: neuropeptide S receptor (human) antagonism, cAMP; Q6W5P4; CHO-NPSR cells, cAMP TR-FRET, antagonist mode; Potency, µM (titrated, usually from 38.3 µM), inactives show at the highest dose activity change, negative = inhibition, usual class: inhibitors; actives 1% (n = 220,000); AID 1461; further: potency means the concentration at half of the fitted maximal effect; on the % scale 0 is the no-effect control and ±100 the full control effect; nearly all actives have a fitted effect of over 50% in size; many of its hits are not listed in these tables
# Target sequence (Q6W5P4 whole entry, looked up): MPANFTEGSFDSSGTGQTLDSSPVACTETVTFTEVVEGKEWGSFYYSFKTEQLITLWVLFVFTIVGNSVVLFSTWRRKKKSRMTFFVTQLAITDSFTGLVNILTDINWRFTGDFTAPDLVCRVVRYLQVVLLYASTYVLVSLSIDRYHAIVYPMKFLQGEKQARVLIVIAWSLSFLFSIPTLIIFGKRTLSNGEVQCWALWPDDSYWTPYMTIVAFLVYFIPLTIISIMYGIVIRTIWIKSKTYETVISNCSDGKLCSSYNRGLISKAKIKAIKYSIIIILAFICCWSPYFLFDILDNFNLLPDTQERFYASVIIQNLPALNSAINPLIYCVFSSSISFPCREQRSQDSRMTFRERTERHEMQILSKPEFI
# Luc counter: counter-screen: inhibitors of Kinase-Glo firefly luciferase; Kinase-Glo luciferase, ATP luminescence, 8 min; actives 0.28% (n = 200,000); Q27757; Potency, µM (series often up to 38.3 µM), without a hit: at the highest dose activity change, negative = inhibition, usual class: inhibitors; further: potency means the concentration at half of the fitted maximal effect; on the % scale 0 is the no-effect control and ±100 the full control effect; nearly all actives have a fitted effect of over 60% in size
#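 Kinase-Glo luciferase light output from ATP and luciferin was measured with 10 uM ATP, within the enzyme's linear range. Buffer: 50 mM imidazole pH 7.2, 50 mM KCl, 7 mM MgCl2, 0.01% Tween 20, 0.05% BSA; luminescence read after 8 min at ambient temperature.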
# Numbers without * were called inactive; u = inconclusive; x = no result given; & = joins results of further samples; [ ] = another dose, or the depositor's remark. Unless noted, the call rests on the fitted dose curve; in most records, active means well fitted curve in the direction sought with a large enough effect; inconclusive means small, poorly fitted or top-dose-only effect, or another doubt; inactive means no such curve, though single readings can be large; an effect the other way counts as inactive or inconclusive. Not all compounds are listed. The share of hits here may be higher or lower than overall.
SMILES,LMNA splice mod,GLA spleen mod,CBFb-RUNX1 inh,IMPase Li cell,Epigenetic derep,NPSR antagonist,Luc counter
O=C(NNC(=S)NC1CC2C=CC1C2)c1cccnc1 (stereo not given),x,-16%,6%,x,0.5%,-4%,x
CCOC(=O)c1sc(/N=C/c2c(O)ccc3ccccc23)cc1C,u,12%,-21%,-1%,-1.1%,5%,-2%
CCCCOc1ccc(CN=C(N)N)cc1Cl,x,-7%,7%,x,1.0%,-22%,x
N#CC(C#N)=c1ccc2c(c1)N1C(c3ccccc3)=CC(c3ccccc3)C3CCCCC31N=2 (stereo not given),x,12%,5%,x,0.0%,5%,x
COc1ccccc1/C=C/C=N/n1c(-c2ccccn2)n[nH]c1=S,x,5%,x,x,0.1%,16%,x
O=C(COC(=O)/C=C/c1cccc([N+](=O)[O-])c1)NCCCN1CCCC1=O,u,2%,2%,-4%,2.8%,6%,0%
Clc1ccc(-c2cc(COc3ccc4ccccc4c3)no2)cc1,5%,5%,2%,5%[38.3 µM],-1.1%,4%[46.1 µM],-1%
CCOC(=O)c1nnn(-c2nc(OC)nc(N(C)C)n2)c1-c1ccccc1,5%,-5%,3%,-8%[38.3 µM],-1.1%,-10%[46.1 µM],-4%
NC(=O)c1ccc(-c2ccccc2F)cc1,x,8%,4%,x,3.3%,-8%,x
CN1/C(=C/C(=O)C2CCC2)Sc2ccccc21,4%,-7%,-5%,-9%[38.3 µM],-1.0%,16%[46.1 µM],u
CCOCCCNC(=S)N1CCN(Cc2ccco2)CC1,x,-8%,-1%,4%,-3.4%,1%,0%
CCCCOC(=O)C1CN(c2ccccc2)N=C1C(=O)OCC (stereo not given),-14%,4%,-4%,-12%,-1.1%,-10%,8%
CCOc1ccccc1N(CC(=O)Nc1cccnc1)S(=O)(=O)c1ccc(C)cc1,-6%[46 µM],9%,1%,16%,0.0%,20%,3%
COc1ccc(-n2c(-c3ccccc3)cc3c2CCCC3=O)cc1,u,-4%,9%,-16%[38.3 µM],-0.8%,u,-1%
CN1CCN(C(=O)C2=C[C@H](c3ccc4c(c3)OCO4)C[C@H](OCc3ccc(CO)cc3)O2)CC1,x,1%,7%,-9%,0.1%,6%,x
CC(C)(C)C1CC=C2C(C#N)=C(N)C(C#N)(C#N)C(c3cccs3)C2C1 (stereo not given),12%,0%,-1%,5%[38.3 µM],0.9%,-19%[46.1 µM],7%
O=C(Nc1ccccc1)N[C@H]1C[C@H](C(=O)O)Nc2cc(Cl)cc(Cl)c21,x,3%&4%,12%,7%,1.8%,x,2%
COc1ccccc1N1CCN(C(=O)CCCn2c(=O)[nH]c3ccsc3c2=O)CC1,-4%,3%,8%,22%[38.3 µM],-0.8%,-3%[46.1 µM],-1%
Cc1[nH]c2ccccc2c1/C=N/Nc1ccc([N+](=O)[O-])cc1S(=O)(=O)Nc1ccc(Cl)cc1,-7%,4%,2%,6%[38.3 µM],u,u,-8%
O=C(N/N=C/c1cccc(OCc2ccccc2)c1)c1cccs1,u,-6%,-2%,2%[38.3 µM],-1.1%,u,4%
C/C(N)=C(/C#N)C(=O)COC(=O)c1ccncc1,-2%,0%,6%,1%[38.3 µM],0.0%,2%[46.1 µM],-1%
Cc1noc(C)c1-c1nccc(N2CCNCC2)n1,2%,-7%,x,12%,0.2%,x,-6%
CCNc1nc(N)nc(Oc2ccc(OCc3ccccc3)nn2)n1,9%,8%,-1%,-4%[38.3 µM],0.0%,-7%[46.1 µM],2%
COCCN1CN=C(Nc2nc3ccccc3s2)NC1,-7%,-7%,1%,-4%[38.3 µM],-2.3%,-6%[46.1 µM],-2%
CC(=O)c1ccccn1,x,-10%,13%[21.7 µM],5%,x,x,x
O=C(c1ccc(Cl)c(S(=O)(=O)N2CCOCC2)c1)N1CCN(Cc2ccccc2)CC1,-11%,1%,2%,-1%,-2.0%,12%[46.1 µM],4%
O=C(COc1ccccc1F)Nc1nnc(-c2ccncc2)s1,5%,6%,2%,1%[38.3 µM],-0.2%,-15%[46.1 µM],3%
Cc1ccccc1OCCC(=O)OCC(=O)NC(C)c1ccccc1 (stereo not given),x,2%,18%,1%,0.0%,10%,0%
CCOC(=O)/C(=C/C=C/c1ccccc1)NC(=O)c1ccccc1,1%,8%,6%,5%,0.9%,-16%,-3%
CN(C(=O)c1ccc(-c2nn(C)c(=O)c3ccccc23)cc1)c1ccccc1,1%,-10%,-9%,36%[activator][38.3 µM],1.8%,-17%[46.1 µM],-1%

# Given with bars between the fields: entries from further up.
structure | LMNA splice mod | GLA spleen mod | CBFb-RUNX1 inh | IMPase Li cell | Epigenetic derep | NPSR antagonist | Luc counter
N#CC(C#N)=c1ccc2c(c1)N1C(c3ccccc3)=CC(c3ccccc3)C3CCCCC31N=2 (stereo not given) | x | 12% | 5% | x | 0.0% | 5% | x
COc1ccccc1/C=C/C=N/n1c(-c2ccccn2)n[nH]c1=S | x | 5% | x | x | 0.1% | 16% | x
O=C(COC(=O)/C=C/c1cccc([N+](=O)[O-])c1)NCCCN1CCCC1=O | u | 2% | 2% | -4% | 2.8% | 6% | 0%
Clc1ccc(-c2cc(COc3ccc4ccccc4c3)no2)cc1 | 5% | 5% | 2% | 5%[38.3 µM] | -1.1% | 4%[46.1 µM] | -1%

# (cont.)
SMILES,LMNA splice mod,GLA spleen mod,CBFb-RUNX1 inh,IMPase Li cell,Epigenetic derep,NPSR antagonist,Luc counter
COc1ccc(OCCNC(=O)CCCO)cc1,14%[46 µM],5%,13%,x,3.2%,-10%,x
O=C(Cc1ccc(S(=O)(=O)N2CCOCC2)s1)NCC1CCCCC1,2%,-4%,-4%,-3%[38.3 µM],-3.1%,-4%[46.1 µM],-9%
N/C(=N\OC(=O)/C=C/c1ccccc1)c1ccc(Cl)cc1,x,6%,-17%,x,-0.8%,-11%,x
Cn1cccc1C(=O)NC(=O)CSc1nc2ccccc2s1,-2%,3%,0%,4%[38.3 µM],-1.0%,-21%[46.1 µM],0%
O=C(CN1C(=O)c2ccccc2C1=O)Nc1ccc(S(=O)(=O)N2CCOCC2)cc1,x,1%,16%,-1%,-1.2%,-9%,x
COc1ccc(OCC2Cc3c(-c4ccccc4)nc4c(c3CO2)CN(CCOc2ccccc2)CC4)cc1 (stereo not given),x,0%[17.5 µM],3%[13.1 µM],x,0.0%[10.1 µM],x,x
CSc1ccc(Cl)c(C(=O)OCC(=O)N(C)CCC#N)c1,u,3%,u,-10%,-0.3%,-2%,-3%
CCOc1ccc(CC(=O)NNC(=S)NC)cc1Br,x,18%,14%,x,-0.3%,2%[7.67 µM],x
Cc1ccc(C(C(=O)NC(C)(C)C)N(CC2CCCO2)C(=O)Cn2nnc(-c3ccc(C)o3)n2)cc1 (stereo not given),16%,17%,-7%,13%[38.3 µM],1.4%,u,0%
O=C(CCCN1C(=O)/C(=C/c2ccccc2)SC1=S)Nc1ccc(O)cc1,u,1%,u,23%,-0.5%,-35%,-1%
CC1(C)CC2CC(C)(CN2C(=O)C23CCC(C)(C(=O)O2)C3(C)C)C1 (stereo not given),3%,8%,0%,-4%[38.3 µM],3.1%,-8%[7.67 µM],-2%
COc1ccc(N(C(C)C(=O)N/N=C/c2ccc(OC)c(OC)c2)S(C)(=O)=O)cc1 (stereo not given),x,5%,1%,3%,-0.2%,36%,x
CC(C)N(Cc1nc(-c2ccc(Cl)cc2)no1)C(=O)C(c1ccccc1)c1ccccc1,u,3%,11%,44%[activator][38.3 µM],-0.8%,u,14%
Cc1cc(-c2ccc(Cl)cc2)oc(=O)c1NC(=O)c1ccccc1,0%,2%,4%,5%[38.3 µM],0.0%,-2%[46.1 µM],-2%
CCCOc1ccc(/C(O)=C2/C(=O)C(=O)N(CCCOC)C2c2cccnc2)cc1 (stereo not given),-2%,7%,16%,10µM*,0.0%,1%[46.1 µM],0%
COc1cc([N+](=O)[O-])cc(/C=N/NC(=O)Cn2cncn2)c1O,x,1%,x,x,-1.6%,-8%,x
CCNC(=O)COC(=O)c1ccc(S(=O)(=O)N2CCCCCC2)cc1,5%,3%,3%,-20%[38.3 µM],-1.7%,-3%[46.1 µM],0%
CNS(=O)(=O)c1ccc(Cl)nc1,-1%,7%,16%,0%,9.3%,5%,2%
CC(=O)N1CCCc2cc(S(=O)(=O)N(C)CCC#N)ccc21,-1%,6%,4%,-6%[38.3 µM],-1.0%,1%[46.1 µM],-5%
COc1ccc(N(CC(=O)Nc2c(C)cccc2C)S(=O)(=O)c2ccccc2[N+](=O)[O-])c(OC)c1,x,-1%,9%,19%,2.3%,-16%,-4%
O=c1[nH]c(N/N=C\c2ccc3c(c2)OCO3)nc2ccccc12,x,-5%,-3%,10%,-3.3%,-25%,-22%
COc1ccc(Nc2sc(C(=O)c3ccc(Cl)cc3)c(N)c2C(=O)Nc2ccccc2OC)cc1,u,4%,u,33%[38.3 µM],3.9%,-26%[46.1 µM],-4%
Fc1ccc(COc2ccccc2CNc2nn[nH]n2)cc1,-3%[46 µM],-4%,1%,2%,-3.9%,-9%,4%
CCn1c(C)cc2c(c1=O)C(c1ccccc1)C(C(=O)OC)=C(N)O2 (stereo not given),u,-13%,5%,10%[38.3 µM],2.3%,-1%[46.1 µM],-5%
O=C(Nc1ccc2c(c1)OCO2)C(c1ccc(Cl)cc1)N1CCC2(CC1)OCCO2 (stereo not given),2%,6%,-3%,5%[38.3 µM],0.0%,-21%[46.1 µM],-1%
CC(C)(C)n1nnnc1C(c1cccnc1)N1CCOCC1 (stereo not given),-4%[46 µM],0%,16%,5%,-7.2%,-6%,-7%
N=c1oc2ccccc2cc1-c1nc2ccccc2c(=O)[nH]1,-5%,-7%,2%,6%[38.3 µM],0.0%,-25%[46.1 µM],-2%
CCCc1cc(=O)[nH]c(SCC(=O)NC(=O)OCC)n1,6%,2%,-3%,-8%[38.3 µM],4.7%,-8%[46.1 µM],-1%
O=C(NC1CCN(CC(=O)N(c2ccccc2)c2ccccc2)CC1)c1ccc([N+](=O)[O-])cc1,7%[46 µM],3%,-2%,-1%,-0.4%,4%,5%
COc1ccc(Nc2nc(C(=O)N3CCc4ccccc4C3)cs2)cc1,x,-2%,20%,1%,-1.1%,7%,-5%
COc1ccc(NC(=O)c2sc(SC)nc2N)cc1,-17%,-1%,-3%,-2%[38.3 µM],-0.9%,-5%[46.1 µM],-10%
COc1ccccc1-c1ccc2ncnc(N3CCOCC3)c2c1,u,-3%,x,23%,x,x,x
COc1cccc(OC)c1C(=O)N1CCN(Cc2ccncc2)CC1,-3%,-10%,10%,10%[38.3 µM],0.1%,-5%[46.1 µM],1%
